# IL1B secr inh = qHTS for Inhibitors of Inflammasome Signaling: IL-1-beta AlphaLISA Primary Screen; THP-1 LPS/ATP IL-1B secretion, AlphaLISA, 16 h; hits give low values; 4.7% of 360,000 active; activity change, % at 57.5 µM; AID 743279, 2014; in the data active means activity change below about -50%; inconclusive means mostly about -30% to -49%; further: on the % scale 0 is the no-effect control and ±100 the full control effect
#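 Secreted IL-1B measured by AlphaLISA bead assay after 16 h compound exposure of THP-1 cells; compounds (final up to 57.5 uM) added 1 h before LPS (250 ng/mL) and ATP (1.25 mM) stimulation; lower signal means less secretion.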
# HT1080 IDH1KD tx = qHTS for induction of synthetic lethality in tumor cells producing 2HG: qHTS for the HT-1080-IDH1KD cell line | HT-1080 IDH1 knockdown viability, ATP luminescence, 48 h | Potency, µM (top dose mostly 46.1 µM), without a hit: at the top dose activity, negative = toxicity, hits mostly cytotoxic | 2% of 360,000 active | AID 686971, 2013;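 further: potency means the concentration at half of the fitted maximal effect; 0% = DMSO wells and -100% = cell-free medium wells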
#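 IDH1KD HT-1080 cells, 750/well, RPMI + 5% FBS; compound pinned after 2 h settling; 48 h, 37 °C; CellTiter-Glo luminescence; % activity normalised to DMSO and no-cell wells; curves fitted, classed by r2 and efficacy.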
# KB-3-1 cytotox = qHTS assay for MDR1-selective chemotherapeutics: Primary screen using the parental adenocarcinoma cell KB-3-1; KB-3-1 viability, CellTiter-Glo ATP luminescence, 72 h; Potency, µM (highest dose often 46.1 µM), for the others: at the highest dose activity change, negative = cytotoxic, hits mostly cytotoxic; 1.4% of 400,000 active; AID 1347075, 2019; further: potency means the concentration at half of the fitted maximal effect; on the % scale 0 is the no-effect control and ±100 the full control effect; nearly all actives have a fitted effect of over 60% in size
#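 KB-3-1 cells, DMEM (no phenol red) + 10% FBS; compound by pin transfer, 72 h, 37 °C. Readout: CellTiter-Glo luminescence after 10 min. Data normalized, curve-fitted.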
# SW480 rerep = A quantitative high throughput screen for small molecules that induce DNA re-replication in SW480 colon adenocarcinoma cells. Potency, µM (highest dose often 46.1 µM), without a hit: at the highest dose re-replication activation, most hits filed as activators. AID 624297, 2012. SW480 DNA re-replication, Hoechst DNA content imaging, 48 h. 1.8% of 340,000 active; further: potency means the concentration at half of the fitted maximal effect; % of control where 0% means no effect; nearly all actives have a fitted effect of over 55% in size
#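 Treated cells incubate 48 hr (37 C, 5% CO2), are stained 40 min with Hoechst, and nuclear fluorescence is enumerated; a rise in nuclei with high DNA signal marks re-replication.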
# KB-V1 MDR tox = qHTS assay for MDR1-selective chemotherapeutics: Primary screen using the drug-selected MDR subline cells KB-V1; KB-V1 MDR cells viability, CellTiter-Glo, 72 h; Potency, µM (top dose mostly 46.1 µM), without a hit: at the top dose activity change, negative = cytotoxicity, usual class: cytotoxic; 3.4% of 400,000 active; AID 1347076, 2019; further: potency means the concentration at half of the fitted maximal effect; on the % scale 0 is the no-effect control and ±100 the full control effect; nearly all actives have a fitted effect of over 60% in size
#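 Following 72 h at 37 degrees C with compound, KB-V1 cell viability was read by CellTiter-Glo luminescence, medium being phenol-red-free DMEM plus 10% FBS; concentration-response parameters came from normalized, curve-fitted qHTS data.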
# D3 antag = qHTS of D3 Dopamine Receptor Antagonist: qHTS; D(3) dopamine receptor (Homo sapiens), P35462; 2.5% of 360,000 active; max response, negative = inhibition, %; D3R cells, DiscoveRx beta-arrestin luminescence, antagonist mode; hits give low values; in the data active means max response below about -50%; inconclusive means no clear call, values can overlap the other calls; further: on the % scale 0 is the no-effect control and ±100 the full control effect; mostly tested at two doses, the higher about 12 µM
# Target sequence (P35462 whole entry, looked up): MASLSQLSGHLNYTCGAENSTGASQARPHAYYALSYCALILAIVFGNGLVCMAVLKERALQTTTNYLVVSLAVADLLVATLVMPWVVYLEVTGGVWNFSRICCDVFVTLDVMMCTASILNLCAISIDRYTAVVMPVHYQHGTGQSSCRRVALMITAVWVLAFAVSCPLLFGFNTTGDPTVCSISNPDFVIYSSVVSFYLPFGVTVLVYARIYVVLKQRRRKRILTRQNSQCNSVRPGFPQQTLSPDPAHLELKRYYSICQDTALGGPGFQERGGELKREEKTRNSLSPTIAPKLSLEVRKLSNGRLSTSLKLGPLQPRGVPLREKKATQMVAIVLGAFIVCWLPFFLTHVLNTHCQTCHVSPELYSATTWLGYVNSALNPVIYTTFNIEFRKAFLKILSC
#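 Cells expressing the human receptor were seeded at 1500 cells/well, incubated overnight at 37 degrees C in 5% CO2, then exposed to library compounds with dopamine controls for 90 minutes at 37 degrees C before luminescent detection.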
# GLP-1R agonist = qHTS of GLP-1 Receptor Agonists. Glucagon-like peptide 1 receptor (Homo sapiens), P43220. 0.007% of 380,000 active. AID 624172, 2012. Potency, µM (series often up to 45.6 µM), without a hit: top-dose activation, actives largely listed as activators. HEK293 GLP-1R CRE-luciferase, luminescence, 4-6 h; cells express a hypersensitive GLP-1R form; further: potency means the concentration at half of the fitted maximal effect; % of control where 0% means no effect
# Target sequence (P43220 whole entry, looked up): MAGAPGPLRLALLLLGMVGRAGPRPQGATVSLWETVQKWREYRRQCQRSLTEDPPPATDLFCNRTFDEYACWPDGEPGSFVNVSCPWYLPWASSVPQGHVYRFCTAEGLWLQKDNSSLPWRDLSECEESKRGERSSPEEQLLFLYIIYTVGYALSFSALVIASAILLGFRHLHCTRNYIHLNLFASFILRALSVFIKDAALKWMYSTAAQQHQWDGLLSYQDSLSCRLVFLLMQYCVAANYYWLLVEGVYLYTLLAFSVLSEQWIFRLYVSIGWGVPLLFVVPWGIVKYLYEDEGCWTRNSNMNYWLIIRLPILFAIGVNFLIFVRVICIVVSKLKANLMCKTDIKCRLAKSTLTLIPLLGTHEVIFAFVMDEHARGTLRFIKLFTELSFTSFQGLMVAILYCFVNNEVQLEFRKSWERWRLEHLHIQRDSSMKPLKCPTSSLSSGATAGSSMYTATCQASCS
# D3 ag = qHTS of D3 Dopamine Receptor Agonist: qHTS; D(3) dopamine receptor (Homo sapiens), P35462; D3R DiscoveRx beta-arrestin cells, luminescence, 90 min; max activation, %; 0.58% of 410,000 active; in the data active means max activation above about 30%; further: 0% is about no effect; mostly tested at two doses, the higher about 12 µM
#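 Agonist-mode cell screen: cells plated at 1500/well and incubated overnight at 37 °C, then exposed to library compounds for 90 min at 37 °C. Detection reagent was added for 30–60 min at room temperature, and luminescence was read.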
# HT1080-NT tox = qHTS for induction of synthetic lethality in tumor cells producing 2HG: qHTS for the HT-1080-NT fibrosarcoma cell line | HT-1080-NT fibrosarcoma viability, CellTiter-Glo ATP luminescence, 48 h | Potency, µM (highest dose often 46.1 µM), for inactives: at the highest dose activity, negative = less viability, most hits filed as cytotoxic | 1.6% of 360,000 active;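 further: NT is the 2HG producing partner of a matched IDH1 knockdown line; potency means the concentration at half of the fitted maximal effect; 0% = DMSO-treated cells and -100% = media-only wells without cells; nearly all actives have a fitted effect of over 55% in size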
#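 Read-out is CellTiter-Glo luminescence after 10 minutes at room temperature, following 48 hours' compound treatment of HT-1080-NT cells (750 cells/well, RPMI, 5% FBS, 37 degrees C).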
# * marks the source's active call; other numbers are inactive results; i = inactive; ? = inconclusive; . = not tested or not shown; [ ] = remark or other dose. Unless noted, the call rests on the fitted dose curve; in most records, active means well fitted curve in the direction sought with a large enough effect; inconclusive means small, poorly fitted or top-dose-only effect, or another doubt; inactive means no such curve, though single readings can be large; an effect the other way counts as inactive or inconclusive.
SMILES,IL1B secr inh,HT1080 IDH1KD tx,KB-3-1 cytotox,SW480 rerep,KB-V1 MDR tox,D3 antag,GLP-1R agonist,D3 ag,HT1080-NT tox
O=C(/C=C1\NCC2c3ccccc3CCN2C1=O)c1ccccc1 (centres undefined),-7,5%,12%,0%,?,-16,-8%,-1,3%
COc1cccc(CC(=O)OCC(=O)NNC(=O)c2ccc([N+](=O)[O-])cc2)c1,i,-7%,5%,-27%,3%,15,-10%,4,9%
CC(C)(C)c1nn2cnnc2n(/N=C/c2cccc3ccccc23)c1=O,-6,-7%,18%,-35%[inhibitor],-20%,33,9%,-5,-7%
C[C@H](NC(=O)OC(C)(C)C)C(=O)NCC1CCC(C(=O)N[C@@H](Cc2ccccc2)C(=O)O)CC1 (some centres undefined),-2,5%,13%,-12%,?,0,-1%,3,9%
CCN(CC)c1cc(C)c2cc(NC(=O)c3ccc(F)cc3Cl)ccc2n1,.,.,?,.,-8%,.,3%,7,.
COc1ccccc1NC(=O)C(=O)NCCC1CCCCN1S(=O)(=O)c1ccccc1 (centres undefined),-5,0%,?,16%,10%,49,-3%,-1,-3%
CS(=O)(=O)c1ccc(C(=O)NCc2ccc(F)cc2)cc1,18,5%,-7%,-7%,2%,2,2%,4,2%
COCCn1c(C)cc(C(=O)CN2c3cccc4cccc(c34)S2(=O)=O)c1C,2,3%,-18%,?,?,-7,4%,4,-1%
c1ccc(NCc2cccnc2)cc1,0,0%,3%,-4%,16%,-1,12%,-9,-5%
CCN(c1ccc(OCC(=O)OCC(=O)Nc2ccc(F)c(F)c2F)cc1)S(=O)(=O)c1ccccc1,13,18%,5%,3%,?,10,-1%,-9,20%
COc1cccc(NC(=O)CNC(=O)[C@@H]2Cc3ccccc3CN2C(=O)OC(C)(C)C)c1,-3,2%,10%,?,-4%,-12,-1%,-3,0%
O=C(NNc1ccccc1[N+](=O)[O-])NC1CCCCC1,-6,0%,0%,-4%,-5%,-5,7%,-2,-10%
O=C(COC(=O)C1CC(=O)N(Cc2ccccc2)C1)Nc1ccc([N+](=O)[O-])cc1Br (centres undefined),-12,-2%,2%,.,12%,32,-1%,3,4%
CN(C)c1ccc(C(=O)N2CCCC(CCC(=O)N3CCN(c4ccccn4)CC3)C2)cc1 (centres undefined),-10,2%,.,-1%,.,20,4%,2,0%
COc1ccc(C2C(C(=O)O)c3ccccc3C(=O)N2C)cc1Br (centres undefined),6,-1%,9%,-4%,0%,1,-7%,1,0%
CC(C)(C)C(=O)Nc1ccccc1-c1nc2ccccc2[nH]c1=O,18,10%,17%,4%,0%,-6,6%,-7,13%
O=C(Nc1cccc([N+](=O)[O-])c1)Nc1cnccn1,0,14%,30%,?,18%,0,-2%,-1,3%
CN(C)C(=O)CCC(=O)N1CCCC(C(=O)c2ccc(C(F)(F)F)cc2)C1 (centres undefined),0,-3%,-12%,10%,16%,-3,-5%,4,-7%
C#Cc1ccc2c(c1)COc1c3ccccc3nn1-2,-7,-6%,?,-3%,?,27,-5%,15,-4%
CCC(=O)Nc1ccc(-c2nn3c(C)nnc3s2)cc1C,25,10%,?,-4%,-21%,-11,20%,-6,-17%
NC1=NC(=O)/C(=C/c2ccccc2OS(=O)(=O)c2ccccc2)S1,-5,-7%,0%,13%,-1%,-2,-5%,3,-7%
COc1ccc(S(=O)(=O)NCC2CCCN(Cc3ccc(C)o3)C2)cc1 (centres undefined),-16,2%,6%,?,?,-6,3%,-7,0%
O=[N+]([O-])c1cccc(/C=C/c2ccncc2)c1,?,-11%,?,5%,-24%,6,18%,9,0%
O=C(CN1CCC(O)(c2ccccc2)CC1)Nc1ccc2c(c1)OCCO2,-25,2%,-2%,-8%,2%,-58*,6%,-1,3%
CCc1nc(C)cn1S(=O)(=O)c1cc(OC)c(C)cc1C,30,-18%,-4%,-7%,-23%,23,-1%,-3,-4%
CNC(=O)c1ccccc1S(=O)c1ccccc1C#N (centres undefined),-15,-2%,-17%,-2%,-10%,-22,-2%,-7,3%
CN1CCN(c2nc3c(c(=O)[nH]c(=O)n3C)n2Cc2ccc(Cl)cc2)CC1,?,-9%,20%,-2%,5%,-6,2%,-3,-4%
Cc1ccc(CSCCNC(=O)CN(c2ccccc2)S(C)(=O)=O)cc1,18,4%,3%,-1%,-27%,9,1%,5,-6%
CN1CCN(C(=O)c2cc([N+](=O)[O-])cc([N+](=O)[O-])c2)CC1,40,1%,11%,-7%,?,4,-1%,3,-5%
CCN(C(=O)CN1CCN(Cc2ccccc2)CC1)c1c(N)n(Cc2ccccc2)c(=O)[nH]c1=O,28,4%,2%,?,-2%,1,1%,3,12%
O=C(COc1ccccc1)Nc1ccc2[nH]c(=O)[nH]c2c1,-9,-2%,-9%,-2%,-15%,6,3%,-4,14%
COC(=O)c1cc2ccccc2n1S(=O)(=O)c1ccccc1,28,-9%,0%,-4%,6%,2,3%,6,-15%
CC1(C)C(=O)C2(CCCCC2)C(=O)OC1c1cccs1 (centres undefined),-19,-11%,-1%,8%,23%,-3,-8%,-1,-5%
CC(=O)N1CCN(c2ccccc2NC(=O)COc2ccccc2C)CC1,0,0%,-8%,?,8%,-4,4%,0,0%
OC(c1ccccc1)(c1ccccc1)C1CCN(C(=S)Nc2ccc(F)cc2)CC1,-21,2%,17%,1%,-6%,-14,-1%,-7,-10%
Cc1cc(C(=O)NNC(=S)NCC(C)C)cs1,1,26%,7%,14%,-9%,5,2%,2,12%
CC(=O)N/C(=N\c1nc(C)cc(C)n1)Nc1ccc(Cl)cc1Cl,10,26%,0%,-6%,7%,-9,0%,-12,18%
Cc1ccc2c(c1)c1cccc3c1n2CCN3CCC(N)=O,-18,-22%,?,18%[9.22 µM],?,-15,9%,2,-2%
O=C(COC(=O)c1ccccc1Cc1ccccc1)Nc1ccc(SC(F)F)cc1,-93*,1%,2%,?,?,-23,0%,-5,6%
COc1ccccc1NC(=O)/C(C#N)=C/c1cccnc1,68,13%,-3%,3%,0%,4,2%,0,13%
Cc1ccc(S(=O)(=O)N2CCCCC2)cc1NC(=O)C1CCCO1 (centres undefined),0,11%,0%,2%,-1%,-1,3%,7,12%
O=C(Cn1cc([N+](=O)[O-])cn1)N1CCc2ccccc2C1,?,15%,-2%,-4%,-15%,-1,5%,4,0%
COC(=O)c1ccc(N2C(=O)CC(SCCN)C2=O)cc1 (centres undefined),-6,13%,-3%,-7%,14%,-5,-5%,4,12%
O=C(c1cccc(NS(=O)(=O)c2cccc(F)c2)c1)N1CCCC1,0,7%,8%,-8%,2%,2,2%,2,16%
Nc1c(C(=O)O)sc2nc3c(cc12)CCCC3,55,1%,-1%,-10%,9%,1,-3%,1,0%
C[C@@H]1CN([C@H](C)CO)C(=O)c2cc(Br)cnc2O[C@H]1CN(C)C(=O)c1ccccc1,-10,3%,2%,.,-9%,3,-8%,10,12%
CCOc1ccc(NC(=O)c2ccc(NC(=O)c3ccc(CN4CCOCC4)cc3)cc2)cc1,0,-11%,-12%,7%,-3%,1,-3%,3,2%
CCCc1ccc2oc(C(=O)N(C)Cc3cnccn3)c(C)c2c1,12,12%,?,-3%,?,6,24%,-3,15%

# Limited to GLP-1R agonist and SW480 rerep, for 2 of the compounds above:
compound	GLP-1R agonist	SW480 rerep
O=C(Cn1cc([N+](=O)[O-])cn1)N1CCc2ccccc2C1	5%	-4%
COC(=O)c1ccc(N2C(=O)CC(SCCN)C2=O)cc1 (centres undefined)	-5%	-7%

# Next section
SMILES,IL1B secr inh,HT1080 IDH1KD tx,KB-3-1 cytotox,SW480 rerep,KB-V1 MDR tox,D3 antag,GLP-1R agonist,D3 ag,HT1080-NT tox
Cc1ccc(NC(=O)CSCC(=O)OC(C)C(=O)Nc2ccc(S(N)(=O)=O)cc2)c(C)c1 (centres undefined),39,9%,-5%,-1%,6%,0,11%,5,9%
CCSc1c(C(=O)NC)ccc2c1C(=O)c1ccccc1C2=O,-10,16%,1%,3%,-22%,?,8%,-11,8%
O=C(CCCn1c(=S)[nH]c2ccccc2c1=O)N1CCOCC1,-13,6%,12%,-10%,?,10,-10%,8,-3%
Cc1cccc(N(CC(=O)NCCSCc2ccc(Cl)cc2)S(C)(=O)=O)c1C,.,.,4%,.,-8%,.,-3%,2,.
COc1ccc(CNc2nc(-c3cccnc3)nn2S(C)(=O)=O)cc1,18,-19%,-2%,?,-5%,-5,28%,5,-2%
CN1CCN(CCCNC(=O)c2cn(C)c3ccc(S(=O)(=O)N(C)C)cc3c2=O)CC1,4,11%,8%,-6%,11%,-8,9%,2,11%
O=C(Cc1cccs1)Nc1cccc(-c2nc3ccccc3o2)c1,3,1%,-10%,9%,-16%,3,-1%,-1,-7%
COc1ccc(/C=C/C(=O)O)cc1COc1ccccc1C,25,10%,-8%,-4%,0%,11,-2%,-2,6%
Cn1ccc(C(=O)N/N=C/c2ccccc2[N+](=O)[O-])n1,-5,8%,25%,-10%,20%,19,0%,6,11%
C/C(CC(=O)NCC(C)C)=N\NC(=O)COc1cc(C)c(Br)cc1Br,6,-29%,4%,-3%,9%,-11,7%,10,-17%

# Screening results: PubChem BioAssay, National Center for Advancing Translational Sciences (NCATS)
